PLAP inhibition = PLAP enzyme inhibitors, biochemical, luminescence, HTS (AID 690) | inhibition, % at 20 µM; hits with a dose series show IC50 in µM | actives 0.08% (n = 96,000) | purified PLAP, luminescent substrate; higher % means a stronger effect; in the data active = a potency from the dose series; inactive = the rest, 99 in 100 with inhibition below about 30%; also: strong numbers were not always called active
IL1B NFkB inh = blocks IL-1B driven NFkB nuclear translocation in HUVEC cells; HUVEC IL-1B NFkB p65 nuclear translocation imaging; inhibition, % at 2 µM; actives 0.43% (n = 94,000); AID 796;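 active = inhibition above about 30% together with a positive call from visual inspection of the well image, limit read from the data; inconclusive = inhibition above a set limit but visual check negative; inactive = inhibition not above a set limit, visual check negative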;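 also: nuclear over cytoplasmic p65 intensity ratio measured by imaging; 0% = IL-1B stimulated DMSO wells and 100% = unstimulated DMSO wells; values of inactives mirror those of a sister screen read the other way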
MRP resist rev = reverses drug resistance mediated by MRP | differential viability (reversal), % at 10 µM | actives 0.04% (n = 85,000) | H69AR cells + 2 uM doxorubicin, CellTiter-Glo, 72 h;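 active = viability drop by adding the cancer drug above about 55%, with treated viability meeting a 40% cutoff, limit read from the data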;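 also: viability without doxorubicin minus viability with 2 µM doxorubicin for each compound; larger differential means the compound sensitizes cells more to doxorubicin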
NFkB transloc pot = enhances IL-1B driven NFkB nuclear translocation | HUVEC IL-1B NFkB p65 nuclear translocation imaging | activation, % at 2 µM | actives 0.3% (n = 94,000);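 active = activation above 40%, about the mean plus 3 SD, also judged a hit on visual image review; inconclusive = activation above 40% but not a hit on visual review; inactive = activation not above 40% and no visual hit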;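 also: percent activation is computed from the nuclear over cytoplasmic p65 intensity ratio; values of inactives mirror those of a sister screen read the other way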
Bcl-B TR3 displacers = displacers of TR3 peptide from Bcl-B, primary screen, selectivity assay for Bfl-1 inhibitor project, biochemical, fluorescence polarization; FP displacement of FITC-TR3 peptide from Bcl-B; higher % means a stronger effect; displacement, % at 20 µM, or IC50 in µM where a hit was titrated; actives 0.11% (n = 96,000);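 active = displacement above 50% at 20 µM plus a fluorescence interference ratio under 1.5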;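 also: plate controls were wells without compound for no effect and wells lacking Bcl-B protein for full effect; a part of the inactive calls stands beside numbers as strong as those of hits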
MRP resist rev cytotoxicity = also measured in MRP resist rev; calls as there; viability, %; H69AR cells, CellTiter-Glo, 72 h; measured here: cytotoxicity without doxorubicin
MRP resist rev with doxorubicin = also measured in MRP resist rev; calls as there; viability, %; measured here: viability with 2 uM doxorubicin; stronger effect = lower value
IL1B NFkB inh cell count 2 µM = also measured in IL1B NFkB inh; calls as there; cell count; measured here: cells passing quality filter;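 raw number of nuclei counted in each imaged well without normalization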
NFkB transloc pot cell count 2 µM = second read-out of NFkB transloc pot, no call of its own (marks repeat the call); cell count; measured here: cells passing quality filter
Active calls of the source: *; ? = inconclusive; nt = no result given. This is a subset. The share of hits here may be higher or lower than overall.

SMILES	PLAP inhibition	IL1B NFkB inh	IL1B NFkB inh cell count 2 µM	MRP resist rev	MRP resist rev cytotoxicity	MRP resist rev with doxorubicin	NFkB transloc pot	NFkB transloc pot cell count 2 µM	Bcl-B TR3 displacers
Clc1ccc(CSc2nnc(-c3ccncc3)o2)cc1	4%	8	205	-3	58	61	-8	205	-19%
COc1ccccc1OCCn1c(C(C)O)nc2ccccc21 (configuration not stated)	-1%	0	90	-10	96	106	-1	90	6%
COC(=O)c1ccc(OC(=O)c2ccco2)cc1	8%	-21	203	-3	102	105	21	203	-2%
COc1cc(C2NC(=O)NC(C)=C2C(=O)OC(C)(C)C)ccc1OCC(=O)O (configuration not stated)	5%	-13	169	-9	93	102	13	169	-5%
O=S1(=O)C=C(SCc2ccccc2)Nc2ccccc21	13%	-10	184	nt	nt	nt	10	184	1%
CCCCSc1nnc([C@@H]2CCCN2C(=O)OC(C)(C)C)o1	-26%	-6	132	15	94	79	6	132	-9%
O=C(O)CCC(=O)Nc1ccc(OCC(=O)O)cc1	4%	-9	170	-3	91	94	9	170	0%
COC(=O)c1cc(=O)n(C2CC2)c(=NC2CC2)s1	10%	-1	133	nt	nt	nt	1	133	8%
CCCCNC(=O)c1ccc(CS(=O)(=O)c2ccc(OC)cc2)o1	12%	-3	62	17	96	78	3	62	11%
Cc1cc(C)n(CC(=O)n2c3ccccc3c3ccccc32)n1	9%	nt	nt	23	85	62	nt	nt	2%
CCOc1ccc(-c2nnc3sc(-c4ccccc4OC)nn23)cc1	nt	-6	63	-4	94	98	6	63	nt
O=C1c2ccccc2NC2CCCCC12 (configuration not stated)	18%	1	168	-5	89	93	-1	168	4%
N#CCSc1nc2c(c(=O)n1Cc1ccccc1)C1(CCCC1)Cc1ccccc1-2	25%	5	97	11	81	69	-5	97	3%
Cc1c(Nc2nc3ccccc3nc2NS(=O)(=O)c2ccccc2)c(=O)n(-c2ccccc2)n1C	-29%	-10	178	11	102	91	10	178	-7%
COc1ccc(-c2cc(C(=O)OC3CCOC3=O)c3ccccc3n2)cc1 (configuration not stated)	-74%	23	105	7	91	84	-23	105	-11%
C/C(=N\O)c1ccc2c3c([nH]c2c1)CCCC3	-16%	-33	166	nt	nt	nt	33	166	26%
Cc1ccc(Cl)cc1N1CCN(Cc2cc3c(cc2O)CCC3)CC1	18%	-3	173	nt	nt	nt	3	173	-4%
COc1cccc(C(=O)NCC(=O)N2CCC(C)CC2)c1	2%	-40	116	14	104	90	?	nt	-1%
CSCCC(NC(=O)c1ccccc1)C(=O)NC1CC1 (configuration not stated)	nt	1	137	-10	89	100	-1	137	nt
COCCn1nnnc1C(c1cc2cc(C)ccc2[nH]c1=O)N1CCCCCC1 (configuration not stated)	-52%	8	137	-2	72	73	-8	137	11%
N#C/C(=C/c1ccc(N2CCCCCC2)o1)c1cccc(F)c1	19%	12	133	-20	37	57	-12	133	-106%
COc1ccc(OCC(=O)Nc2cccc3cccnc23)cc1	-92%	nt	nt	9	106	97	nt	nt	0%
Cc1ccc(Nc2nc(Nc3ccc(C)cc3)nc(SC3=NCCS3)n2)cc1	-8%	2	160	-1	11	12	-2	160	-5%
CC(=O)C1=C(C)NC(C)=C(C(C)=O)C1c1cn(-c2ccccc2)nc1-c1cccs1	nt	8	114	10	93	84	-8	114	nt
CC(=O)Nc1ccc(S(=O)(=O)Nc2nc3ccccc3nc2Sc2nncn2C)cc1	-46%	-6	108	-10	104	115	6	108	89%
COc1ccc(C(c2nnnn2C2CCCCC2)N2CCN(c3ccccc3F)CC2)cc1 (configuration not stated)	-51%	-1	92	-1	86	87	1	92	-2%
CCCCC(=O)NC(Nc1ccc(C)cn1)(C(=O)OCC)C(F)(F)F (configuration not stated)	-4%	-33	123	12	97	85	33	123	10%
O=C(Cn1nnc(-c2ccccc2F)n1)Nc1ccc(C(=O)N2CCOCC2)cc1	-47%	0	132	14	94	80	0	132	2%
COc1ccccc1NC(=S)NNC(=O)c1nn(C)c(C)c1Cl	-114%	-12	167	nt	nt	nt	12	167	-6%
Cc1ccc(-c2nn(-c3ccccc3)cc2/C=N/NC(=O)CSc2nnc(C)n2-c2ccccc2)cc1	-34%	1	127	nt	nt	nt	-1	127	1%
CCCN(CCC)CCCNC(=O)CS(=O)Cc1nc(-c2ccc(OC)c(OC)c2)oc1C (configuration not stated)	-54%	-7	71	2	82	79	9	71	-8%
CN(C)S(=O)(=O)c1cccc(-c2nnc(SCc3cc(Cl)cc4c3OCOC4)n2N)c1	-50%	-28	147	4	88	85	28	147	-30%
O=c1c(O)c(-c2ccc3c(c2)OCO3)oc2ccccc12	0%	-17	95	nt	nt	nt	17	95	-14%
O=C(O)CCCCCCNS(=O)(=O)c1ccccc1	-4%	-4	189	10	100	90	4	189	-4%
Cc1ccc(C(=O)CSc2nc3ccccc3c(=O)[nH]2)cc1	-28%	-8	207	1	104	102	8	207	-5%
CCOC(=O)c1cn2nc(-c3ccc(OCC)cc3)cc2nc1C1CCN(C(=O)OC(C)(C)C)CC1	-22%	nt	nt	-1	81	82	nt	nt	15%
O=C(NC1=NCCS1)C1CC2CCC1C2 (configuration not stated)	-18%	-2	206	-31	63	94	1	206	5%
N#Cc1ccc(-c2ccc(Cl)cc2)nc1Oc1ccc(F)cc1	9%	-9	197	nt	nt	nt	9	197	-7%
O=C(CCN1C(=O)C2CC=CCC2C1=O)N1CCN(c2ccccn2)CC1 (configuration not stated)	-8%	-5	125	0	96	95	5	125	4%
CCCOc1ccc(/C(O)=C2\C(=O)C(=O)N(CCCN(C)C)C23C(=O)N(C)c2ccccc23)cc1 (configuration not stated)	-24%	nt	nt	12	113	101	nt	nt	-13%
CC1=CC(C)(C)Nc2ccc(OC(=O)C(Cc3ccccc3)N3C(=O)c4ccccc4C3=O)cc21 (configuration not stated)	22%	9	127	nt	nt	nt	-9	127	4%
CCN(CC)c1ccc(C2C(C(=O)OC)=C(C)NC(C)=C2C(=O)OC)cc1	-9%	13	149	-4	96	100	-13	149	0%
CCOC(=O)c1cccc(NC(=O)CNS(=O)(=O)c2cccs2)c1	nt	-10	179	8	92	84	10	179	nt
Cn1c(=O)oc2cc(S(=O)(=O)NCCC(=O)N3CCc4ccccc43)ccc21	4%	-5	127	16	104	88	5	127	8%
CCC(C)NC(=O)CSc1nnc(-c2ccc(C(C)(C)C)cc2)n1C (configuration not stated)	-9%	nt	nt	12	90	78	nt	nt	1%
COc1ccc(-c2nnc(CSc3nnc(-c4ccncc4)n3C3CCCCC3)o2)cc1OC	-56%	1	112	22	42	20	-1	112	-3%
CCCOC(=O)CCNc1n[nH]c(=O)[nH]c1=O	4%	nt	nt	5	96	91	nt	nt	-2%
Cc1cc(NC(=O)CN2CCC(O)(c3cccc(F)c3)CC2)no1	-8%	2	161	-17	88	104	-2	161	1%
COc1ccc(C)cc1NC(=O)C1CCCN1C(=O)OCc1ccccc1 (configuration not stated)	4%	nt	nt	-9	97	106	nt	nt	-8%
CCCCNC(=O)c1ccccc1NC(=O)CCSc1ccccc1	15%	-7	104	nt	nt	nt	7	104	-1%
CCOC(=O)C1=C(C)S/C(=C\N(C)C)C1=O	-10%	6	158	9	104	95	-6	158	38µM*
Cc1ccc(S(=O)(=O)NC2=C(N3CCN(Cc4ccccc4)CC3)C(=O)c3ccccc3C2=O)cc1	-50%	-5	155	2	43	41	5	155	13%
CCN(CC)C(=O)Cn1nc(C)c2ccccc2c1=O	6%	-2	94	11	109	98	2	94	9%
CCOC(=O)CCCCC(=O)c1[nH]c(=O)[nH]c1CSCCO	-26%	2	181	7	99	92	-2	181	-2%
C/C(=N\NC(=O)C1CC1c1ccccc1)c1cccs1 (configuration not stated)	30%	1	135	nt	nt	nt	-1	135	-11%
Cc1cc(=O)oc2cc(OCC3CC(c4ccccc4Cl)=NO3)ccc12 (configuration not stated)	16%	6	126	-24	27	51	-6	126	4%
Clc1ccc2nc(C3CCN(Cc4nnnn4C4CCCCC4)CC3)[nH]c2c1	nt	-5	131	-36	15	51	5	131	nt
COc1ccc(NC(=O)c2ccccc2SC)cc1OC	13%	6	170	3	97	93	-6	170	5%
O=C(NC1CCCCCC1)C1C2C=CC3(CN(Cc4cccnc4)C(=O)C13)O2 (configuration not stated)	-17%	-15	89	7	94	87	15	89	11%
COc1cc2c(cc1OC)C(c1ccccc1)N(C(=O)c1ccco1)CC2 (configuration not stated)	-49%	-13	173	3	76	73	13	173	-11%

Next part, overlapping the part above by 3 compounds.
SMILES	PLAP inhibition	IL1B NFkB inh	IL1B NFkB inh cell count 2 µM	MRP resist rev	MRP resist rev cytotoxicity	MRP resist rev with doxorubicin	NFkB transloc pot	NFkB transloc pot cell count 2 µM	Bcl-B TR3 displacers
COc1ccc(NC(=O)c2ccccc2SC)cc1OC	13%	6	170	3	97	93	-6	170	5%
O=C(NC1CCCCCC1)C1C2C=CC3(CN(Cc4cccnc4)C(=O)C13)O2 (configuration not stated)	-17%	-15	89	7	94	87	15	89	11%
COc1cc2c(cc1OC)C(c1ccccc1)N(C(=O)c1ccco1)CC2 (configuration not stated)	-49%	-13	173	3	76	73	13	173	-11%
O=C(NCCCN1CCOCC1)c1cc2ccccc2oc1=O	-11%	-29	90	-2	100	102	29	90	-6%
CC(C)(NO)/C(=N/O)c1ccc(Br)cc1	-30%	-14	104	0	94	94	14	104	-15%
CCCCOc1ccccc1C1NC(=O)NC(C)=C1C(=O)OCc1ccco1 (configuration not stated)	-5%	4	91	nt	nt	nt	-4	91	-12%
CN1C(=O)C(O)(CC(=O)c2ccc3c(c2)OCO3)c2ccccc21 (configuration not stated)	1%	-22	173	-2	89	91	22	173	1%
CCc1cc(C(c2ccccc2OC)N2CCOCC2)c(NC(=O)c2ccccc2)s1 (configuration not stated)	-11%	1	171	nt	nt	nt	-1	171	7%
CC(Nc1nc(N2CCCCC2)nc2ccccc12)c1ccccc1 (configuration not stated)	36%	4	124	-15	3	18	-4	124	5%
COCCCNC(=O)c1nc2c(nnn2Cc2cc(C)ccc2C)c(=O)[nH]1	nt	-41	7	3	96	94	41*	7*	nt
O=C(Nc1ccc(Cl)c(Cl)c1)OCc1cncs1	10%	-2	55	15	93	79	2	55	-1%
O=c1nc2ccccc2c2n1CC(CN1CCN(c3cccc(Cl)c3)CC1)N2 (configuration not stated)	17%	4	135	nt	nt	nt	-4	135	-1%
C=C(C)c1nc2cc(OC)c(OC)cc2c(=O)o1	-8%	-8	61	-3	87	90	8	61	-8%
O=C(NCc1ccc2c(c1)OCO2)c1cccs1	18%	nt	nt	0	105	105	nt	nt	-7%
CCc1ccccc1N(CC)C(=O)c1cn(CC)c(=O)c2cc(OC)c(OC)cc12	-62%	-29	112	16	70	54	29	112	-16%
Cc1ccc(S(=O)(=O)NCC(=O)N(CC(=O)NCc2ccccc2)CC2CCCO2)cc1 (configuration not stated)	-23%	-17	137	-11	89	100	17	137	-4%
Cn1c(=O)c2c(ncn2CC(O)CNc2ccc(Br)cc2)n(C)c1=O (configuration not stated)	-53%	6	121	24	90	66	-5	121	4%

For reference, some entries already given.
SMILES	PLAP inhibition	IL1B NFkB inh	IL1B NFkB inh cell count 2 µM	MRP resist rev	MRP resist rev cytotoxicity	MRP resist rev with doxorubicin	NFkB transloc pot	NFkB transloc pot cell count 2 µM	Bcl-B TR3 displacers
CCc1ccccc1N(CC)C(=O)c1cn(CC)c(=O)c2cc(OC)c(OC)cc12	-62%	-29	112	16	70	54	29	112	-16%
Cc1ccc(S(=O)(=O)NCC(=O)N(CC(=O)NCc2ccccc2)CC2CCCO2)cc1 (configuration not stated)	-23%	-17	137	-11	89	100	17	137	-4%
Cn1c(=O)c2c(ncn2CC(O)CNc2ccc(Br)cc2)n(C)c1=O (configuration not stated)	-53%	6	121	24	90	66	-5	121	4%

Screening results as filed in PubChem BioAssay.
